HEK293 tox: cytotoxicity counter-screen for GLP-1 receptor inverse agonists; HEK293 cAMP-luciferase reporter cells, luminescence, 24 h; Potency, µM (highest dose often 38.3 µM), without a hit: at the top dose activity change, negative = inhibition, usual class: inhibitors; 410,000 tested, 0.13% active; AID 624418;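 also: loss of luciferase light is scored as toxicity; % is scaled to controls: 0 for no effect and ±100 for the full control effect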
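Compound-treated cells are incubated 24 hr at 37 deg C under 5% CO2 after a 12 hour attachment period, then luciferase detection reagent is added and luminescence is measured following 12 min at room temperature; lowered signal indicates toxicity.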
SW480 rereplic: induces DNA re-replication in SW480 colon adenocarcinoma cells. Potency, µM (titrated, usually from 46.1 µM), for the others: top-dose re-replication activation, actives largely listed as activators. SW480 DNA re-replication, Hoechst DNA content imaging, 48 h. 340,000 tested, 1.8% active. AID 624297; also: % of control where 0% means no effect; nearly all actives have a fitted effect of over 55% in size
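Hoechst fluorescence of nuclei (405 nm excitation, 500-530 nm emission) measured by plate-scanning imager after 48 hr compound exposure at 37 C; re-replication scored as increased number of nuclei with elevated intensity.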
GLP1R ag: agonists of human GLP-1 receptor | P43220 | HEK293 GLP-1R CRE-luciferase, luminescence, 4-6 h; cells express a hypersensitive GLP-1R form | Potency, µM (doses to about 45.6 µM), inactives show at the top dose activation, actives largely listed as activators | 380,000 tested, 0.007% active; also: % of control where 0% means no effect
Target sequence (P43220 whole entry, looked up): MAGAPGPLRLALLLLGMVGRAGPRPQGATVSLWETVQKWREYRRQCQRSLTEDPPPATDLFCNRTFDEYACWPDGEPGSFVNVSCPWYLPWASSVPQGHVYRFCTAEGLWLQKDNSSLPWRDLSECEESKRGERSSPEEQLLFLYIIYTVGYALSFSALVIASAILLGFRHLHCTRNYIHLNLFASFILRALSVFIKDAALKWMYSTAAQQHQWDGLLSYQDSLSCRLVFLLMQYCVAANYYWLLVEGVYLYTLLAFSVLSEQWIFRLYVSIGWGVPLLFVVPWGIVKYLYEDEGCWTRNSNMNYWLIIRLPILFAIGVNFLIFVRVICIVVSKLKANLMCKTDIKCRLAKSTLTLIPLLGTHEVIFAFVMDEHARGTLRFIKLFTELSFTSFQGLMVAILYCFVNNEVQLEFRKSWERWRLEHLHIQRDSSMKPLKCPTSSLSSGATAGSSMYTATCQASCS
GLP-1R inv ag: inverse agonists of human GLP-1 receptor | 410,000 tested, 1.6% active | P43220 | HEK293 GLP-1R CRE-luciferase, luminescence, 24 h; GLP-1R form is constitutively active | Potency, µM (doses to about 38.3 µM), for inactives: at the highest dose activity change, negative = inhibition, hits mostly inhibitors | AID 624417; also: % is scaled to controls: 0 for no effect and ±100 for the full control effect; nearly all actives have a fitted effect of over 55% in size
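Cells are plated, allowed 12 hours at 37 deg C, then treated with compounds for 24 hr before luciferase detection reagent is added and luminescence is read after 12 min at room temperature. The HEK293 line carries constitutively active GLP-1R with a cAMP-responsive reporter.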
KB-3-1 cytotox: kills parental KB-3-1 adenocarcinoma cells; AID 1347075; Potency, µM (titrated, usually from 46.1 µM), without a hit: at the highest dose activity change, negative = cytotoxic, usual class: cytotoxic; KB-3-1 viability, CellTiter-Glo ATP luminescence, 72 h; 400,000 tested, 1.4% active; also: % is scaled to controls: 0 for no effect and ±100 for the full control effect; nearly all actives have a fitted effect of over 60% in size
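Viability of parental KB-3-1 cells, measured by CellTiter-Glo luminescence, followed a 72 h incubation at 37 °C with pinned compounds in phenol-red-free DMEM containing 10% FBS.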
TDP-43 yeast inh: inhibitors of TDP-43 toxicity in yeast. TDP-43 expressing yeast growth rescue, BacTiter-Glo, 24 h. Potency, µM (series often up to 46.1 µM), for the others: at the highest dose growth rescue (activation), usual class: activators. 410,000 tested, 1.8% active; also: % of control where 0% means no effect; nearly all actives have a fitted effect of over 50% in size
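Growth rescue of TDP-43-toxic yeast measured as ATP luminescence (BacTiter-Glo). Cells grown to mid-log in raffinose, induced in galactose at OD600=0.02, exposed to compound 24 hr at 30 deg C.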
HT1080-NT tox: kills 2HG-producing HT-1080-NT fibrosarcoma cells; 360,000 tested, 1.6% active; HT-1080-NT fibrosarcoma viability, CellTiter-Glo ATP luminescence, 48 h; AID 686970; Potency, µM (titrated, usually from 46.1 µM), for the others: top-dose activity, negative = less viability, most hits filed as cytotoxic;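 also: NT is the 2HG producing partner of a matched IDH1 knockdown line; 0% = DMSO-treated cells and -100% = media-only wells without cells; nearly all actives have a fitted effect of over 55% in size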
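Toxicity toward the 2HG-producing NT line was scored as %Activity, normalised to DMSO and no-cell wells, from CellTiter-Glo luminescence after 48 hours' treatment.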
HT1080 IDH1KD tx: HT-1080 IDH1 knockdown cell toxicity (counter line); HT-1080 IDH1 knockdown viability, ATP luminescence, 48 h; Potency, µM (doses to about 46.1 µM), for inactives: top-dose activity, negative = toxicity, hits mostly cytotoxic; 360,000 tested, 2% active; AID 686971;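 also: 0% = DMSO wells and -100% = cell-free medium wells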
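After a 2 h attachment period, IDH1KD HT-1080 cells took pin-transferred compound for 48 h at 37 °C; ATP-based luminescence after 10 min room-temperature reagent incubation reported viability.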
KB-V1 cytotox: KB-V1 MDR subline cytotoxicity; KB-V1 MDR cells viability, CellTiter-Glo, 72 h; AID 1347076; 400,000 tested, 3.4% active; Potency, µM (series often up to 46.1 µM), for inactives: at the top dose activity change, negative = cytotoxicity, most hits filed as cytotoxic; also: % is scaled to controls: 0 for no effect and ±100 for the full control effect; nearly all actives have a fitted effect of over 60% in size
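qHTS viability screen in drug-selected KB-V1 MDR cells: 72 h compound treatment at 37 degrees C, ATP luminescence end point.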
Active calls of the source: *; ? = inconclusive; nt = not tested or not shown; [ ] = another dose, or the depositor's remark. Calls follow the shape of the dose curve; as a rule, active = well fitted curve in the direction sought with a large enough effect; inconclusive = small, poorly fitted or top-dose-only effect, or another doubt; inactive = no such curve, though single readings can be large; an effect the other way counts as inactive or inconclusive. Potency is read from the fitted curve at half-maximal effect. Compounds were not picked by outcome. Share with any hit: about 9.4%.

SMILES	HEK293 tox	SW480 rereplic	GLP1R ag	GLP-1R inv ag	KB-3-1 cytotox	TDP-43 yeast inh	HT1080-NT tox	HT1080 IDH1KD tx	KB-V1 cytotox
Cc1ccc(NC=C(S(=O)(=O)c2ccccc2)S(=O)(=O)c2ccccc2)cc1	-1.7%	2.3%	-2.9%	17.5%	1.3%	-16.3%	8.7%	9.0%	20.3%
Fc1ccc2[nH]c3c(N4CCN(c5ccccc5)CC4)ncnc3c2c1	?	18.6%	-17.1%	?	-16.8%	-3.9%	?	20.6µM*	16.4µM*
COc1ccccc1NC(=O)c1sc2nc(Cc3ccccc3)cc(C(F)(F)F)c2c1N	202.1%[activator]	1.5%	3.7%	4.8%	15.6%	-7.8%	4.6%	11.5%	-3.2%
O=C(c1cnc2c(c1)COc1ccccc1-2)c1ccccc1O	-1.8%	nt	-4.0%	?	?	?	nt	nt	0.0%
CC1(C)N=C(N)N=C(N)N1c1ccc(F)cc1F	-3.8%	-5.2%	-5.0%	5.9%	16.2%	-2.1%	7.0%	-1.1%	0.0%
COc1cc2c(cc1OC)CN(C(=O)c1sc(-c3cnccn3)nc1C)CC2	7.5%	-12.7%	8.6%	39.9%[activator]	-1.6%	4.1%	-1.5%	-1.6%	?
COc1cccc(C(=O)N(CN2CCCC2=O)c2cccc(Cl)c2)c1	-8.3%	-5.5%	-6.3%	9.5%	-0.1%	7.9%	7.0%	5.0%	12.0%
Cc1c(C)n(C(=O)CN2CCN(c3ccccc3)CC2)c2ccccc12	-5.4%	4.0%	0.2%	?	12.1%	-7.2%	9.7%	-1.2%	-25.3%
Cc1c(C)c2ccc(OCC(=O)Nc3ccccc3C(N)=O)cc2oc1=O	-6.7%	0.8%	-5.9%	-16.9%	0.0%	?	12.8%	7.8%	17.9%
O=C(Nc1ccc(N2CCCC2)cc1)c1ccc([N+](=O)[O-])cc1Cl	-3.5%	-5.0%	-1.6%	2.2%	-1.2%	-10.5%	0.3%	-1.9%	-2.0%
COc1ccc([C@@H]2[C@@H]3C(=O)N(C(C)(C)C)C(=O)[C@@H]3[C@]3(Cc4ccccc4)C(=O)N(c4ccc(OC)cc4)C(=O)N23)cc1	-13.9%	-2.0%	-3.9%	-1.6%	0.2%	8.2%	8.0%	13.8%	-1.1%
Nc1ccccc1C(=O)NC(=O)Nc1ccc(Oc2ncc(Br)cn2)c(Cl)c1	?	0.517µM*	19.8%	-44.7%	0.206µM*	12.0%	?	?	0.13µM*
CN(C)CCNC(=O)C(=O)NCC1CCCN1S(=O)(=O)c1cccs1 (configuration not stated)	-3.5%	-7.8%	0.6%	6.7%	4.5%	3.7%	15.9%	11.9%	-1.3%
O=C(CN(C(=O)CNS(=O)(=O)c1ccccc1)C1CCCC1)NCc1ccco1	-4.6%	-2.7%	-10.6%	-18.5%	0.7%	-3.8%	14.4%	11.9%	13.3%
C/C(=N\NC(=O)CCc1c[nH]c2ccccc12)c1ccc([N+](=O)[O-])cc1	-4.8%	-0.8%	0.9%	-6.0%	0.8%	3.1%	-0.1%	5.3%	-0.8%
Cc1ccc(C(=O)Nc2ccccc2C(=O)O)cc1S(=O)(=O)NCc1ccccc1	-4.6%	-9.8%	-1.1%	10.3%	16.6%	18.4%	8.7%	3.2%	-5.2%
O=C(Nc1ccc2nc(SCC(=O)N3CCc4ccccc43)sc2c1)c1ccccc1F	-18.5%	nt	nt	-9.5%	9.1%	-12.6%	nt	nt	5.0%
C=CCNCCCCOc1ccc(OCc2ccccc2)cc1	1.9%	20.6µM*	-2.4%	?	-1.5%	?	-18.7%	-1.5%	-2.4%
CCc1ccc(N2CC(C(=O)NCc3ccc4c(c3)OCO4)CC2=O)cc1 (configuration not stated)	13.7%	0.9%	1.5%	7.7%	15.1%	-11.7%	4.2%	7.8%	-4.7%
Cc1ccc(C)c(NC(=O)N2CCN(C)c3ncccc32)c1	2.4%	nt	-1.0%	3.9%	4.6%	11.7%	nt	nt	0.1%
Nc1nc2ccccc2n1S(=O)(=O)c1ccccc1	9.8%	nt	-4.7%	6.8%	0.0%	8.0%	-6.9%	-0.6%	-9.4%
Cc1c(NC(=O)CSc2n[nH]c(=O)n2-c2ccccc2)c(=O)n(-c2ccccc2)n1C	-0.7%	?	-0.8%	-3.4%	15.2%	-1.6%	19.6%	14.8%	-2.8%
CCc1nnc(NC(=O)CC(CN(C)S(=O)(=O)c2ccccc2)c2ccccc2)s1 (configuration not stated)	4.8%	-15.0%	10.4%	?	-6.8%	17.8%	-18.1%	-18.5%	1.8%
CCCCN1CC(O)=C(c2nc(-c3ccc(Br)cc3)cs2)C1=N	-6.6%	-2.6%	-0.2%	25.8%	-7.0%	-0.4%	1.2%	-11.6%	-9.0%
CN(c1ccc(C(=O)Nc2ccccc2Sc2ccccc2)cc1)S(C)(=O)=O	-4.7%	3.0%	10.6%	?	-6.3%	?	-13.7%	-18.8%	?
CN(c1ccccc1)S(=O)(=O)c1ccc(Cl)nc1	-3.9%	4.7%	5.0%	12.0%	-7.7%	-2.5%	5.4%	-4.4%	0.6%
C[C@H](CO)N1C[C@H](C)[C@@H](CN(C)C)Oc2c(NS(=O)(=O)c3ccccc3)cccc2C1=O	12.9%	0.0%	-1.8%	4.7%	11.8%	2.0%	9.6%	8.2%	-6.5%
CC(C)c1ccc(NC(=O)C(c2ccccc2)N(Cc2ccco2)C(=O)CC2NC(=O)NC2=O)cc1 (configuration not stated)	4.5%	-3.0%	9.8%	-23.6%	0.0%	20.9%	-13.7%	-3.4%	5.1%
CC(=O)Nc1ccc(C2NC(=O)c3ccccc3O2)cc1 (configuration not stated)	-2.0%	-3.8%	1.0%	0.0%	-0.3%	?	14.7%	23.7%	1.0%
Cc1cc(CCC(=O)O)c(C)cc1CCC(=O)O	-7.6%	-0.7%	-4.6%	2.2%	13.0%	-5.7%	17.6%	22.4%	13.9%
CN(C1CCCCC1)S(=O)(=O)c1ccc2c(c1)c(=O)c(C(=O)NCc1ccccc1Cl)cn2C	4.9%	nt	nt	0.7%	?	0.0%	nt	nt	23.6%
CC1(C)OCC(CNC(=O)c2[nH]c(C(F)(F)F)nc2-c2ccccc2)O1 (configuration not stated)	3.3%	nt	-2.9%	13.1%	0.0%	-3.6%	-3.2%	-3.7%	21.6%
Cc1ccccc1CN1CCNC(=O)C1CC(=O)NCCC1=CCCCC1 (configuration not stated)	11.8%	3.2%	2.6%	?	-0.9%	2.8%	2.8%	5.3%	-16.0%
Cc1c2c(cc3c1[nH]c1ccccc13)C=NCC2	-24.5%	?	-4.4%	?	?	-8.9%	-12.1%	?	?
O=C(c1ccc(N2C(=O)c3ccccc3C2=O)cc1)N1CCCCC1	-11.0%	-2.0%	-6.5%	26.9%	13.6%	10.5%	4.2%	11.4%	0.0%
Cc1cc(NS(=O)(=O)c2ccc(NC(=O)c3ccc([N+](=O)[O-])cc3)cc2)nc(C)n1	-1.8%	nt	0.3%	6.2%	?	17.7%	9.8%	16.0%	11.4%
Cc1ccc(N(CC(=O)NCC2CCCO2)C(=O)CCC(=O)Nc2nccs2)cc1 (configuration not stated)	-2.0%	2.4%	9.2%	7.7%	-2.2%	-6.8%	7.9%	-0.6%	15.0%
CC(=O)Nc1cc(F)c2c(c1F)Cc1cc(F)ccc1-2	-7.9%	2.7%	24.8%	?	9.8%	?	-4.9%	-14.9%	10.2%
O=C(/C(=C(/[O-])c1ccccc1)[n+]1ccccc1)c1ccc([N+](=O)[O-])cc1	-9.8%	-4.6%	10.1%	14.4%	0.6%	0.0%	-4.2%	-0.5%	6.2%
CCOC(=O)C1CCCN(S(=O)(=O)c2ccc3c(c2)N(C(C)=O)CCO3)C1 (configuration not stated)	0.8%	?	-1.9%	11.1%	-11.9%	-14.8%	4.8%	-16.5%	-5.9%
O=C(Nc1ccccc1)Nc1cc(OCC(F)(F)F)cc(OCC(F)(F)F)c1	5.62µM*	15.1%	-0.1%	2.82µM*	?	-3.4%	6.51µM*	7.31µM*	16.4µM*
CCOn1c(-n2nc(C)cc2C)nc2ccccc2c1=O	-6.4%	-2.6%	-11.2%	3.9%	0.0%	6.0%	2.0%	-4.4%	0.7%
Cc1onc(-c2ccccc2)c1C(=O)NNC(=S)NC(=O)c1ccc(Cl)cc1Cl	-7.0%	-4.8%	-1.7%	-15.0%	-4.7%	?	-20.2%	?	?
COc1ccc(C2=CC(=O)C[C@H](c3ccc(F)cc3)C2)cc1F	5.6%	18.0%	17.9%	-11.7%	-13.5%	22.4µM*	-7.6%	-5.3%	1.1%
O=C(Cn1cncn1)N/N=C/c1cccnc1	5.2%	-16.4%	-2.6%	-11.8%	16.0%	-1.2%	1.5%	4.9%	35.3%
Cc1ccc(CCNC(=O)c2ccc3c(c2)N(Cc2ccc(F)cc2)CCS3)cc1	0.1%	nt	nt	-24.5%	-5.8%	10.4%	nt	nt	-11.1%
Cc1c(C(=O)NCc2ccco2)sc2nc(-c3ccccc3)cn12	-17.6%	?	28.6%	?	16.4µM*	22.8%	?	?	11.8%
COC(=O)COc1ccccc1C(N)=O	5.1%	-13.4%	-7.4%	-0.8%	-10.0%	2.8%	6.4%	1.2%	13.2%

Compound profiles, as listed above:
CC(C)c1ccc(NC(=O)C(c2ccccc2)N(Cc2ccco2)C(=O)CC2NC(=O)NC2=O)cc1 (configuration not stated) is listed with HEK293 tox: 4.5%; SW480 rereplic: -3.0%; GLP1R ag: 9.8%; GLP-1R inv ag: -23.6%; KB-3-1 cytotox: 0.0%; TDP-43 yeast inh: 20.9%; HT1080-NT tox: -13.7%; HT1080 IDH1KD tx: -3.4%; KB-V1 cytotox: 5.1%
Cc1cc(NS(=O)(=O)c2ccc(NC(=O)c3ccc([N+](=O)[O-])cc3)cc2)nc(C)n1 is listed with HEK293 tox: -1.8%; SW480 rereplic: nt; GLP1R ag: 0.3%; GLP-1R inv ag: 6.2%; KB-3-1 cytotox: ?; TDP-43 yeast inh: 17.7%; HT1080-NT tox: 9.8%; HT1080 IDH1KD tx: 16.0%; KB-V1 cytotox: 11.4%

Compound activity as filed in PubChem.
